CD40 NFkB inh = CD40 pathway inhibition in BL2 cells; BL2 NF-kB luciferase reporter, CD40L-induced, 4 h; inhibition, % at 10 µM; 0.94% of 83,000 active; AID 1053188;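 active = mean inhibition of at least 50% with a set share of replicates also reaching that level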;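 note: 0% = neutral control wells and 100% = IKK inhibitor VII at 50 µM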
An asterisk follows results filed as active; & = joins results of further samples; [ ] = remark or other dose. Some of the compounds tested; rates above refer to the full screens.

SMILES | CD40 NFkB inh
CCC(=O)N(CC)C[C@@H]1[C@@H](c2ccc(-c3ccccc3)cc2)[C@H](CO)N1C(C)=O | -2[25 µM]
COCCN(C(=O)COC(=O)/C=C/c1cccs1)c1c(N)n(Cc2ccccc2)c(=O)[nH]c1=O | 22
CCCC(=O)Nc1ccc2c(c1)C(=O)N(C)C[C@H](OC)[C@H](C)CN(C(=O)c1ccccn1)[C@H](C)CO2 | 7[25 µM]
Fc1ccccc1N1CCN(Cc2cnc(Cl)s2)CC1 | 8
C/C=C/c1ccc(C2[C@@H]3CN(C(=O)c4ccc5c(c4)OCO5)C[C@H]2N3)cc1 (some centres not stated) | -8&-5
CCC(CC)C(=O)Nc1cc(OC)c(OC)cc1C(=O)O | 8
Cc1ccc2c(c1)C1CN(C)CCC1N2S(=O)(=O)c1cccc(F)c1 (configuration not stated) | 0
Cc1cccc(OCc2nc(-c3nonc3N)no2)c1C | -114
CCOc1ccc(OCCOC(=O)CN2C(=O)NC3(CCCC3)C2=O)cc1 | 13
COc1ccc(CN2[C@@H](CO)[C@@H]3c4ccccc4N(C(=O)c4ccccc4)C[C@@H]32)cc1 | 6
Cc1ccc(-c2csc(N/N=C/C=C/c3ccccc3)n2)cc1 | -9
O=C(C[C@H]1C[C@@H]2c3cc(NC(=O)C4CCC4)ccc3O[C@@H]2[C@@H](CO)O1)NCCc1ccccc1 | 2[25 µM]
COc1ccc(-n2nnnc2CNC(=O)C(=O)c2c(C)[nH]c3ccccc23)cc1 | 5
CCCn1nnc(NCc2ccc(OCc3cccs3)c(OC)c2)n1 | 3
CO[C@@H](C(=O)N(C)C[C@H]1OCc2ccccc2-c2ccccc2C(=O)N([C@H](C)CO)C[C@@H]1C)c1ccccc1 | -13[25 µM]

An excerpt from above in order of their number in CD40 NFkB inh, smallest number first:
SMILES | CD40 NFkB inh
Cc1cccc(OCc2nc(-c3nonc3N)no2)c1C | -114
Cc1ccc(-c2csc(N/N=C/C=C/c3ccccc3)n2)cc1 | -9
CCCn1nnc(NCc2ccc(OCc3cccs3)c(OC)c2)n1 | 3
COc1ccc(-n2nnnc2CNC(=O)C(=O)c2c(C)[nH]c3ccccc23)cc1 | 5
COc1ccc(CN2[C@@H](CO)[C@@H]3c4ccccc4N(C(=O)c4ccccc4)C[C@@H]32)cc1 | 6
Fc1ccccc1N1CCN(Cc2cnc(Cl)s2)CC1 | 8

Further compounds follow.
SMILES | CD40 NFkB inh
COCC(=O)N1CC2(C1)CN(Cc1cccc(Cl)c1)[C@H](CO)c1[nH]c3cc(OC)ccc3c12 | 0
Cc1ccnc(NS(=O)(=O)c2ccc(NC(=O)C3CC=CCC3C(=O)O)cc2)n1 (configuration not stated) | 13
O=C(NCc1cccnc1)c1nn2cccnc2c1Cl | 4
O=C(CN1CCN(c2ccccc2)CC1)NC(=O)NCc1ccco1 | 17
C[C@@H]1CN(C)C(=O)c2cccc([N+](=O)[O-])c2O[C@H]1CN(C)C(=O)OC(C)(C)C | -3
COc1ccccc1NC(=O)Cc1noc(CSc2nnc(C)s2)n1 | 10
CC(OC(=O)c1ccccc1C(=O)N(C)Cc1ccccc1)C(=O)NC1(C#N)CCCCC1 (configuration not stated) | -3
O=C(NC1CC1)c1ccc(COc2ccc(F)cc2)o1 | -27
COc1cccc(C(=O)N2C[C@@H]3[C@H](c4ccccc42)[C@@H](CO)N3C(=O)c2ccc(F)cc2)c1 | 1
Nc1ccc(C(=O)N2CCCC2)cc1CS(=O)(=O)c1ccc(Cl)cc1 | -2
CCN1CCN(CC(=O)Nc2c(C(=O)OC)[nH]c3cccc(Cl)c23)CC1 | 3
C[C@H](NC(=O)[C@H]1[C@H](CO)[C@H]2Cn3c(ccc(-c4ccccc4F)c3=O)[C@@H]1N2)c1ccccc1 | -5[25 µM]
O=C(COc1cccnc1[N+](=O)[O-])c1ccc(Cl)s1 | 92*
CN1CCCC(OC(=O)c2ccc(S(=O)(=O)N(C)C)cc2)C1 (configuration not stated) | 8
Cc1ccc(S(=O)(=O)N2CCOCC2)cc1NCC(=O)Nc1ccc(OC(F)(F)F)cc1 | -2

Exported in CSV form: 3 of the compounds above
compound,CD40 NFkB inh
Nc1ccc(C(=O)N2CCCC2)cc1CS(=O)(=O)c1ccc(Cl)cc1,-2
CCN1CCN(CC(=O)Nc2c(C(=O)OC)[nH]c3cccc(Cl)c23)CC1,3
C[C@H](NC(=O)[C@H]1[C@H](CO)[C@H]2Cn3c(ccc(-c4ccccc4F)c3=O)[C@@H]1N2)c1ccccc1,-5[25 µM]

New compounds follow
SMILES | CD40 NFkB inh
CN1CCN(c2ccc(C(F)(F)F)cc2NC(=O)Nc2ccccc2)CC1 | -2
C[C@H]1CCCCO[C@H](CN(C)C(=O)C2CCCCC2)[C@@H](C)CN([C@@H](C)CO)C(=O)c2cc(NC(=O)Nc3ccc(C(F)(F)F)cc3)ccc2O1 | 4
Cc1c(C(=O)Nc2cccc(Cl)c2)c2ccccn2c1CCc1ccncc1 | -57
Cc1cc(N2CCN(C(c3ccccc3)c3ccccc3)CC2)n2ncnc2n1 | 7
O=C(NCC1CCCO1)c1cccc(NC(=O)c2ccco2)c1 (configuration not stated) | 5
Cc1noc(C)c1COc1ccc(C(=O)NCCc2ccccn2)cc1 | 0
CC(=O)N/C(=N/c1nc(C)cc(C)n1)Nc1ccc(F)cc1F | -7
N#C[C@H]1[C@@H](c2ccc(C3=CCCCC3)cc2)[C@@H](CO)N1C(=O)CN1CCOCC1 | 5[25 µM]
O=c1cc(CNCCCO)c2ccccc2[nH]1 | 11
COC(=O)CN(c1cc(C(F)(F)F)ccc1Cl)S(C)(=O)=O | 12
O=C(N1CCCC1)C12CC3CCC(CC(C3)C1)C2 | 4
C=CCN1C(=O)c2ccc(C(=O)N3CCN(S(=O)(=O)c4cccc(F)c4)CC3)cc2C1=O | -7
N#C[C@@H]1[C@@H](c2ccccc2C2=CCCCC2)[C@H](CO)N1C(=O)C1CCOCC1 | -15[25 µM]
NC(=O)COC(=O)CC12CC3CC(CC(C3)C1)C2 | 8
CCN(C(C)=O)c1cccc2ccccc12 | -24
CCOC(=O)Cc1ccc(NC(=O)c2ccccc2Br)cc1 | -1
CCC(=O)N1CCCC(C(=O)NS(=O)(=O)c2cc(C)c(Cl)cc2C)CC1 (configuration not stated) | 9
COCCN(C(=O)COC(=O)C1CC(=O)N(c2ccc(C)cc2)C1)c1c(N)n(Cc2ccccc2)c(=O)[nH]c1=O (configuration not stated) | 6
O=C(NCCCCNC(=O)c1cccs1)c1cccs1 | 1
O=C(C[C@H]1CC[C@@H]2[C@H](COC[C@@H](O)CN2CC2CCOCC2)O1)NCC1CCCCC1 | -3[25 µM]
Cc1nc(C(=O)NCC(=O)c2ccccc2)c(C(F)(F)F)o1 | -6
C[C@@H]1CN(C)C(=O)c2cc([N+](=O)[O-])ccc2O[C@H]1CN(C)C(=O)OC(C)(C)C | 26
CCCN(CC(=O)Nc1ccccc1OC)C(=O)CSc1nc(C)cc(C)n1 | 4
O=C(C[C@H]1C[C@@H]2c3cc(NS(=O)(=O)c4ccc(F)cc4)ccc3O[C@@H]2[C@H](CO)O1)NCCN1CCCCC1 | -7[25 µM]
O=C(COC(=O)C1CC1)Nc1ccc(Oc2ccccc2)cc1 | -12
O=C(Nc1cccc(C(F)(F)F)c1)C12CC3CC(CC(C3)C1)C2 | 9
C[C@H]1CN([C@@H](C)CO)C(=O)c2ccccc2-c2ccccc2CO[C@H]1CN(C)C(=O)[C@H]1CCCN1C | -9[25 µM]
COc1ccc(Cc2nnc(SC(C)C(=O)Nc3ccc(C(N)=O)cc3)o2)cc1 (configuration not stated) | 2
CCCS(=O)(=O)NC(=O)C1(C)CCCN(C(=O)c2ccc3ccccc3n2)C1 (configuration not stated) | 2
O=C(COc1cccnc1[N+](=O)[O-])Nc1ccc(N2CCOCC2)cc1 | -1

Next section, overlapping the part above by two compounds.
SMILES | CD40 NFkB inh
CCCS(=O)(=O)NC(=O)C1(C)CCCN(C(=O)c2ccc3ccccc3n2)C1 (configuration not stated) | 2
O=C(COc1cccnc1[N+](=O)[O-])Nc1ccc(N2CCOCC2)cc1 | -1
O=C(c1ccc(S(=O)(=O)N2CCCCC2)cc1)N1CCc2ccccc2C1 | 16
O=C(NCC1OCCc2ccccc21)c1ccc(NC(=O)c2ccccc2Cl)cc1 (configuration not stated) | 7
CCN(C(=O)CN1C(=O)NC2(CCC(C)CC2)C1=O)C1CCCCC1 (configuration not stated) | 5
Cc1occc1C(=O)NCc1ccccn1 | -2
Cc1ccc(S(=O)(=O)Nc2ccccc2N=Cc2ccc([N+](=O)[O-])cc2[N+](=O)[O-])cc1 | -21
CCC(=O)N[C@@H]1CC[C@H](CC(=O)NCCN2CCCCC2)O[C@H]1CO | -4
CC1CN(CC(=O)Nc2ccccc2Sc2ccccc2)CC(C)O1 (configuration not stated) | 12
CCN1CCN(CCCNC(=O)c2cc3c(s2)-c2ccccc2OC3)CC1 | 2
CCC(=O)N1[C@H](CNC(=O)COC)[C@H](c2ccc(-c3ccccc3)cc2)[C@@H]1CO | 2[25 µM]
CCOC(=O)c1ccc(NC(=O)COc2coc(CN3CCc4ccccc43)cc2=O)cc1 | -13
COc1ccc(Cl)cc1NC(=S)NNC(=O)c1cccnc1 | -6
Cc1ccc(COC(=O)CN2C(=O)NC3(CCCCC3C)C2=O)cc1 (configuration not stated) | 3
COc1ccc(CN2CCN(C(=O)c3ccccc3C(=O)c3ccccc3)CC2)cc1OC | -10
COc1ccc(CC(=O)N2CCC3(CC2)NCCc2[nH]cnc23)cc1 | 8
COC(=O)c1ccc(C(=O)OC)c(NC(=O)COC(=O)CCOc2ccc(C)cc2)c1 | -14

Filtered by structure: those above with a tert-butyl group (two)
SMILES | CD40 NFkB inh
C[C@@H]1CN(C)C(=O)c2cccc([N+](=O)[O-])c2O[C@H]1CN(C)C(=O)OC(C)(C)C | -3
C[C@@H]1CN(C)C(=O)c2cc([N+](=O)[O-])ccc2O[C@H]1CN(C)C(=O)OC(C)(C)C | 26

(continued)
SMILES | CD40 NFkB inh
O=C(c1cccnc1)N1CC2(C1)[C@H](c1ccccc1)[C@@H](CO)N2Cc1ccc(Cl)cc1 | 11[25 µM]
COc1ccc(Cl)cc1NC(=O)NCCN1CCCCC1 | 1
COc1ccc(/C=C/C(=O)OCC(=O)c2c[nH]c3ccccc23)cc1 | -10
O=C(NCc1ccccc1Cl)C(=O)NCC1CCCN1S(=O)(=O)c1cccs1 (configuration not stated) | -2
S=C(NCc1ccc2c(c1)OCO2)NC1CC1 | 10
CC(=O)Nc1ccc2c(c1)CC(=O)N(C)C[C@@H](C)[C@@H](CN(C)C(=O)NC(C)C)O2 | 5
Cc1ccc(S(=O)(=O)N2CCC(C(=O)Nc3ccccc3N3CCCCC3)CC2)cc1 | 6&6
O=C(COC(=O)c1ccc(S(=O)(=O)N2CCOCC2)cc1)NCc1ccco1 | 1
COCC#Cc1ccc([C@H]2[C@@H](CO)N3C(=O)CN(C(=O)c4ccncc4)C[C@H]23)cc1 | 2[25 µM]
COc1ccc(C(=O)OCC(=O)c2ccc(S(=O)(=O)N3CCCCC3)cc2)c(OC)c1 | 7
O=C(CCC1COc2ccccc2O1)NCC1COc2ccccc2O1 (configuration not stated) | 6
c1cncc(CNc2nc(-c3cccnc3)nc3ccccc23)c1 | 10
CSc1ccc(S(=O)(=O)NCCSC(C)(C)C)cc1 | 8
c1ccc(-c2ccnc3nc(N4CCN(c5ccccc5)CC4)nn23)cc1 | -4
CCCn1c(CNc2ccccc2O)nc2ccccc21 | -13
COC(=O)[C@H]1[C@H](CO)[C@H]2Cn3c(ccc(-c4ccccc4OC)c3=O)[C@H]2N1C(=O)c1cnccn1 | -9[25 µM]
COC(=O)CC(NC(=O)Nc1ccc(C)cc1)c1cccc([N+](=O)[O-])c1 (configuration not stated) | -23
COc1ccc(CNC(=O)CN2C(=O)NC3(CCCCCC3)C2=O)cc1OC | 30
COC(=O)c1cc2c(n1S(=O)(=O)c1ccc(C)cc1)C(=O)C(=O)c1[nH]cc(C(=O)OCc3ccccc3)c1-2 | 1
COc1cccc(-c2cc(C(=O)Nc3ccncc3)c3ccccc3n2)c1 | -1
CCN(CC)S(=O)(=O)c1ccc(Cl)c(C(=O)NC)c1 | 3
COc1ccc(C(=C2C(=O)Nc3ccccc32)c2ccc(OC)cc2)cc1 | -13[25 µM]
CCOc1cc(C(=O)NCc2ccccc2)ccc1OCC(=O)N1CCOCC1 | 13
Cc1ccc(S(=O)(=O)N2CCN(c3ccc4nnc(-c5ccccc5)n4n3)CC2)cc1 | -3
N#Cc1cc(-c2ccccc2)c[nH]c1=O | 7
COc1ccc(OCC(=O)NC(=O)c2ccccc2)c([N+](=O)[O-])c1 | 0
COc1cccc(-c2ccc(NC(=O)C3CCCN(CCCn4cccn4)C3)cc2)c1 (configuration not stated) | -14
CCOc1ccccc1NC(=O)c1ccc(-n2cncn2)nc1 | 12
Nc1cc(S(=O)(=O)Nc2ccccc2Cl)ccc1N1CCCCC1 | -24
N#C[C@H]1N[C@H](CO)[C@@H]1c1ccc(C#CC2CCCCC2)cc1 | -11[25 µM]
C[C@H](NC(=O)C[C@H]1C[C@H]2c3cc(NC(=O)NC4CCCC4)ccc3O[C@H]2[C@@H](CO)O1)c1ccccc1 | 2
CC(C)N(C)c1ncnc2c1ncn2[C@H]1CN(Cc2cccnc2)C[C@@H](CO)O1 | 8
CCCOc1ccccc1OCC(=O)Nc1ccc(S(=O)(=O)N2CCCCC2)cc1 | 3
C[C@@H]1CCCCO[C@H](CN(C)S(=O)(=O)c2ccc(Cl)cc2)[C@@H](C)CN([C@@H](C)CO)C(=O)c2cc(NC(=O)Nc3ccc(C(F)(F)F)cc3)ccc2O1 | 34[25 µM]
CCCNC(=O)c1cc2c(C(F)(F)F)nn(C)c2s1 | -5
COc1ccc(NC(=O)c2ccccn2)cc1OC | -69
CCOC(=S)SCc1cn2ccc(C)cc2n1 | -129
CCC(=O)c1ccc(OCC(=O)N(CC)CC(=O)Nc2ccccc2OC)cc1 | -2
CC(C)=CCc1c(C)nc2ccccc2c1C(=O)O | 4
COc1ccc(OC)c(S(=O)(=O)N2CCC3(CC2)OCCN3S(=O)(=O)c2ccccc2)c1 | 0
Cn1nc(C(F)(F)F)c(-c2ccccc2)c1NC(=O)c1nccnc1C(=O)O | 12

Assay outcomes deposited in PubChem BioAssay by Broad Institute.
